Assay outcomes: PubChem BioAssay, National Center for Advancing Translational Sciences (NCATS)
USP1 inh – inhibitors of human USP1/UAF1 deubiquitinase; AID 743255; recombinant USP1/UAF1, Ub-Rhodamine cleavage fluorescence; 390,000 compounds, 0.23% hits; Potency, µM (titrated, usually from 57.1 µM), without a hit: at the top dose activity change, negative = inhibition, usual class: inhibitors; also: potency is read from the fitted curve at half-maximal effect; % is scaled to controls: 0 for no effect and ±100 for the full control effect; nearly all actives have a fitted effect of over 60% in size; inactives centre near -12
Target sequence (O94782 whole entry, looked up): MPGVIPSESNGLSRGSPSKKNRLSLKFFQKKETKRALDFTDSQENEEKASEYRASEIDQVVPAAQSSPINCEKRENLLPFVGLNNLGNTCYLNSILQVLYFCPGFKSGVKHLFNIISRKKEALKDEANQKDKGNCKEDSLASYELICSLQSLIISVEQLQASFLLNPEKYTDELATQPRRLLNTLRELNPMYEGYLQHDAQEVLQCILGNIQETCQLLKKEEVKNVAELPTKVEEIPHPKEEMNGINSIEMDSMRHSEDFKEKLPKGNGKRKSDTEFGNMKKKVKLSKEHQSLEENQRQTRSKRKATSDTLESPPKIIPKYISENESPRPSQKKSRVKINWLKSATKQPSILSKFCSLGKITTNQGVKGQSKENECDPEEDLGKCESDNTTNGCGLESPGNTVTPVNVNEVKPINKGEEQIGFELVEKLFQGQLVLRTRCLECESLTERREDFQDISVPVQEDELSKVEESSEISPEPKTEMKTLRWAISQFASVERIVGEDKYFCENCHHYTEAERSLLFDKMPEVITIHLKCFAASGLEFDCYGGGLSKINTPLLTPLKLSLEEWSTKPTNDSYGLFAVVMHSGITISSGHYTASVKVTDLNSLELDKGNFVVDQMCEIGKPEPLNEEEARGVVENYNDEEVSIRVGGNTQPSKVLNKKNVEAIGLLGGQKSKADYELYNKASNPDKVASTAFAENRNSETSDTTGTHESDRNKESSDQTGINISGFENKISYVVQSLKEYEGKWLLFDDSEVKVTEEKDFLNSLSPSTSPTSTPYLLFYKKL
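USP1/UAF1 complex at 1 nM was preincubated with compound for 15 min at room temperature, then Ub-Rho substrate (150nM final) was added. Fluorescence (480/540 nm) was read kinetically, 6 reads every 60 seconds.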
Glioma ERSR ind – inducers of ER stress response in human glioma cells; 420,000 compounds, 0.02% hits; Potency, µM, for inactives: top-dose activation, usual class: activators; U87-MG GRP78 promoter luciferase reporter, 16 h; AID 602332; also: potency is read from the fitted curve at half-maximal effect; series mostly up to about 76 µM; % of control where 0% means no effect; nearly all actives have a fitted effect of over 35% in size
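Stably transfected U87-MG human glioma cells carrying a GRP78-based luminescent sensor were seeded at 1000 cells/well, pin-dosed with compounds and incubated 16 h. Luciferase reagent was then added, and end-point luminescence was read after 10 min at room temperature.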
TrxR1 substrate – is turned over as a substrate by rat TrxR1; purified TrxR1 substrate turnover, NADPH consumption readout; Potency, µM (titrated, usually from 114 µM), without a hit: at the top dose activity change, negative = substrate turnover; 390,000 compounds, 0.01% hits; AID 588456; also: potency is read from the fitted curve at half-maximal effect; % is scaled to controls: 0 for no effect and ±100 for the full control effect; nearly all actives have a fitted effect of over 50% in size
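Rat TrxR1, dispensed at 90 nM, was prereduced with 400 uM NADPH (final) for 5 min at ~22 deg C, then incubated with compound 15 min before 400 uM selenite. A first-read NADPH fluorescence drop versus no-compound background flagged substrates.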
Vif-A3F inh – inhibitors of Vif-A3F interaction. HeLa A3F-eYFP + Vif (tagged APOBEC3F with the HIV-1 protein that degrades it), YFP fluorescence increase. Potency, µM (series often up to 46.1 µM), for the others: top-dose activity, negative = active. 390,000 compounds, 0.2% hits; also: potency is read from the fitted curve at half-maximal effect; % of control where 0% means no effect; nearly all actives have a fitted effect of over 65% in size
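HeLa cells stably expressing Vif plus C-terminally eYFP-tagged A3F were seeded, incubated overnight at 37 deg C, dosed with compound, incubated overnight again at 37 deg C. Yellow fluorescence (Ex 488/Em 500-530) reported blocked Vif-mediated A3F-eYFP degradation.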
LDHA block – blocks human lactate dehydrogenase A; 480,000 compounds, 0.15% hits; purified LDHA, NADH/diaphorase-resazurin fluorescence; hits give low values; AID 1347041; activity change, % (values are at about 110 or 230 µM); in the data active = activity change below about -30%; inconclusive = mostly about -25% to -30%;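 also: plate controls were DMSO wells for no effect and wells without enzyme for full effect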
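Remaining NADH was detected by diaphorase (0.133 mg/mL) converting 37 µM resazurin to fluorescent resorufin, read at 0 and 20 minutes. The preceding 5-minute room-temperature reaction used 2 nM LDHA, 0.2 mM sodium pyruvate and 0.06 mM NADH at pH 7.4.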
IDH1 R132H inh – blocks human mutant IDH1 R132H enzyme; O75874; IDH1-R132H enzyme, NADPH consumption, diaphorase/resazurin fluorescence; Potency, µM (top dose mostly 76.6 µM), without a hit: at the highest dose activity change, negative = inhibition, most hits filed as inhibitors; 390,000 compounds, 0.093% hits; also: potency is read from the fitted curve at half-maximal effect; % is scaled to controls: 0 for no effect and ±100 for the full control effect; nearly all actives have a fitted effect of over 65% in size
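IDH1-R132H (0.5 ug/mL dispensed) in pH 7.5 Tris buffer was preincubated 30 min with compound, then given a substrate mix of 0.016 mM NADPH and 2 mM alpha-KG for 80 min at room temperature; remaining NADPH was read by diaphorase/resazurin fluorescence.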
RGS4 inhibitor – blocks human RGS4-accelerated GTP hydrolysis. Transcreener GDP fluorescence polarization, RGS4-accelerated GTP hydrolysis. AID 504845. Potency, µM (series often up to 114 µM), inactives show at the highest dose activity change, negative = inhibition, most hits filed as inhibitors. 390,000 compounds, 0.039% hits; also: potency is read from the fitted curve at half-maximal effect; % is scaled to controls: 0 for no effect and ±100 for the full control effect; nearly all actives have a fitted effect of over 75% in size; some results filed as inactive show a strong effect at the top dose
Target sequence (P49798 whole entry, looked up): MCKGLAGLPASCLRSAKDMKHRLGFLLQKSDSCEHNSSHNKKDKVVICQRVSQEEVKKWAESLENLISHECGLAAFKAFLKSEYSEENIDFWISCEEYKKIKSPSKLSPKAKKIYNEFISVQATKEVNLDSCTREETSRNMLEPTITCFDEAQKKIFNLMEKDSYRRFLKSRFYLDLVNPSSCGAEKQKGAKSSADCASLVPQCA
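MLSMR compounds (23 nl, pin-transferred) preincubated 10 min at room temperature with a 500nM (2x) first reagent, then RGS4 at 900nM (2x) plus Transcreener GDP mix added; fluorescence polarization (620/688 nm) read before and after 90 min at 30 °C.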
TrxR1 inh – rat TrxR1 inhibition. recombinant rTrxR1, NADPH fluorescence consumption, selenite substrate. O89049. Potency, µM (highest dose often 114 µM), inactives show top-dose activity change, negative = inhibition, actives largely listed as inhibitors. 390,000 compounds, 1% hits; also: potency is read from the fitted curve at half-maximal effect; % is scaled to controls: 0 for no effect and ±100 for the full control effect; nearly all actives have a fitted effect of over 65% in size
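Rat TrxR1 (90 nM in the dispensed reagent) was pre-reduced with 400 uM NADPH for 5 min at room temperature, then incubated with compound for 15 min. After 400 uM selenite was added, NADPH fluorescence (Ex 340/Em 450 nm) was followed for 8 min.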
Vif-APOBEC3G blk – inhibitors of Vif-APOBEC3G interaction | Q9HC16 | HeLa A3G-eYFP + Vif (tagged APOBEC3G with the HIV-1 protein that degrades it), YFP fluorescence, overnight | Potency, µM (series often up to 46.1 µM), for the others: at the highest dose activity, negative = active, actives largely listed as inhibitors | 410,000 compounds, 0.076% hits | AID 602310;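 also: potency is read from the fitted curve at half-maximal effect; % is scaled to controls: 0 for no effect and ±100 for the full control effect; nearly all actives have a fitted effect of over 60% in size; hits raise eYFP signal because A3G escapes Vif-driven loss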
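Read-out is eYFP fluorescence (Ex 488/Em 500-530) from Vif-expressing HeLa A3G-eYFP cells; more signal means A3G escaped Vif-mediated degradation. Cells plated overnight, compound pinned in, incubated overnight at 37 deg C.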
Starred values were filed as active, the others as inactive; u = inconclusive; x = no result given; & = joins results of further samples; [ ] = remark or other dose. Unless noted, calls follow the shape of the dose curve; as a rule, active = well fitted curve in the direction sought with a large enough effect; inconclusive = small, poorly fitted or top-dose-only effect, or another doubt; inactive = no such curve, though single readings can be large; an effect the other way counts as inactive or inconclusive. The list is partial. The share of hits here may be higher or lower than overall.

canonical_smiles,USP1 inh,Glioma ERSR ind,TrxR1 substrate,Vif-A3F inh,LDHA block,IDH1 R132H inh,RGS4 inhibitor,TrxR1 inh,Vif-APOBEC3G blk
COc1cc2[nH]c(=O)n(Cc3ccc(C(=O)N4CCN(c5cccc(C)c5C)CC4)cc3)c(=O)c2cc1OC,-7%,-2%,14%[2.29 µM],-6%,-5,11%,15%,16%,5%
Nc1c(C(=O)C2CC2)sc2nc(-c3cccs3)cc(C(F)(F)F)c12,u,-2%,4%,0.63µM*,-4,3%,-36%,-13%,-53%
COc1ccc(NC(=O)CN(Cc2ccccc2)Cc2ccccc2)cc1S(N)(=O)=O,-20%,-2%,-14%,5%,-1,3%,-31%,-16%,3%
CN1OC[C@@H]2CN[C@H](c3cccc(N4CCOCC4)c3)C[C@@H]21,-14%,-2%,x,1%,-10,-11%,x,x,1%
O=C1/C(=C\c2ccccc2)CN(C(=O)CCN2CCCCC2)C/C1=C/c1ccccc1,-15%,-12%,-9%,-17%,3,3%,-37%,5µM*,u
O=C(N1CCOCC1)N1CCN(C(=O)N(c2ccccc2)c2ccccc2)CC1,20%,1%,7%,-1%,4,3%,2%,17%,0%
COc1ccc(C(=O)OCn2nnc3ccccc3c2=O)cc1,-16%,-7%,-12%,6%,1,7%,-17%,9%[57.1 µM],-3%
O=c1c2cc(N3CCOCC3)ccc2[nH]c(=S)n1Cc1cccc(Cl)c1,u,-1%,15%,3%,8,0%,-21%,0%,-11%
COc1ccc2c(c1)c(C(=O)N/N=C/c1cccs1)c(C)n2C,-12%,6%,-12%,1%,-2,8%,5%[11.4 µM],-13%,2%
CC(CNS(=O)(=O)c1ccc2c(c1)CC(=O)N2C)c1ccccc1 (stereo not given),-10%&-15%,-4%&-2%,-2%&2%,-6%&-5%,-1&1,0%&19%,43%&-19%,23%&12%,1%&-1%
COc1ccc(CNC(=O)C(=O)Nc2cc(Cl)ccc2OC)cc1,-7%,-4%,12%,1%,0,0%,4%,3%,1%
CN(C)S(=O)(=O)c1cccc(NC(=O)CSc2nnnn2-c2ccccc2)c1,-24%,-4%,-13%,-8%,-2,-10%,4%,-19%,0%
COCCNc1nc(C)cc(-c2cc(C(=O)NCc3ccccc3)on2)n1,-19%,-3%,6%[57.1 µM],1%,-11,-2%,2%,-5%,-1%
C/C(N)=C(/C#N)C(=O)COC(=O)COc1ccc(Cl)cc1,-17%&-2%,-3%&-9%,2%,1%&-7%,-4&0,15%&1%,-3%&25%,11%,1%&1%
COc1cccc(NC(=O)CN(C)C(=O)c2cc(-c3cccc(Br)c3)nc3ccccc23)c1,-5%,-7%,-8%,3%,-3,10%,9%,-5%,-6%
CCOC(=O)C1(C/C(C)=N/NC(N)=O)CC(C)OC1=O (stereo not given),-18%,-4%,9%,-4%,3,7%,-1%,6%[57.1 µM],2%
CSc1ccccc1C(=O)Nc1ccc(S(=O)(=O)NC2=NCCCCC2)cc1,-14%,-2%,1%,-1%,-15,-4%,25%,23%,1%
COc1ccccc1/C=C/c1nc(C#N)c(N2CCN(c3ccccc3)CC2)o1,-23%,-3%,79%[activator],4%,-2,6%,5%,80%[activator],2%
CCc1[nH]nc2c1C(Cc1ccccc1)C(C#N)=C(N)O2 (stereo not given),-8%,-1%,-2%,-14%,-4,-3%,2%,u,1%
CC(C)OC(=O)N(C)C[C@@H]1OCc2cnnn2CCCC(=O)N([C@@H](C)CO)C[C@@H]1C,u,-1%,x,-14%,-8,-6%,x,x,-1%
CS(=O)(=O)N1CCCC(C(=O)Nc2ccccc2F)C1 (stereo not given),-13%,-1%,5%,0%,-2,6%,4%,12%,2%
Cc1ccc(NC(=O)c2sc3nc(CCl)[nH]c(=O)c3c2C)c(C)c1,-13%,2%,8%,-21%,-8,-7%,u,u,-2%
CCS(=O)(=O)c1nc(S(=O)(=O)c2ccc(Cl)cc2)c(N2CCCC2)s1,-3%,-3%,18%,-4%,-9,9%,17%,-24%,5%
CN(c1cccc(Cl)c1)S(=O)(=O)c1cccc(C(=O)NCc2ccncc2)c1,-20%,-4%,12%,2%,1,2%,3%,19%,1%
CNc1ccc(S(=O)(=O)NCC(=O)OC(C)C(=O)N(C)Cc2ccccc2)cc1[N+](=O)[O-] (stereo not given),-12%,-2%,0%,10%,-10,-5%,-5%,8%,0%
COCCn1c(C)cc(C(=O)CSc2ccc(NC(C)=O)cc2)c1C,2%,-7%,0%,-1%,-5,-6%,-17%,-1%,1%
CSc1ccc(C=O)cc1,-25%,1%,-1%,5%,-11,-8%,-11%,14%,-2%
Cc1sc2ncnc(Nc3ccc(O)cc3)c2c1C,-8%,1%,1%,u,-4,4%,12%,17%,-4%
CCO[C@H]1OC(C(N)=O)=C[C@@H](C2CC2)[C@@H]1CCCO,u,-4%,0%[57.1 µM],6%,-3,9%,17%,1%[57.1 µM],1%
COc1ccc(N2CCC(N3CCN(C)C(CCO)C3)CC2)cc1 (stereo not given),-22%,-2%,1%,-2%,1,4%,-9%,20%,0%
CCCCn1c(N)c(N(CCOC)C(=O)c2sc3ccccc3c2Cl)c(=O)[nH]c1=O,-12%,0%,-3%,2%,-5,-12%,-1%,1%,0%
COc1ccc(Cc2nnc(NC(=O)CS(=O)(=O)c3ccc(C)cc3)s2)cc1OC,-20%,0%,1%[57.1 µM],-28%,2,0%,-10%,4%[57.1 µM],0%
CCC(Oc1ccccc1F)C(=O)NCCCn1ccnc1 (stereo not given),-11%,-1%,-3%,-15%,-12,-6%,22%,6%,-3%
COC(=O)c1c(NC(=O)c2cc3nc(-c4ccc(Br)cc4)cc(C(F)(F)F)n3n2)sc2c1CCCC2,u,2%,2%[57.1 µM],7%,-5,-16%,20%,16%[57.1 µM],-5%
Cc1cccc(OCC(=O)NCC(C)(C)N2CCOCC2)c1,-19%,-5%,3%,1%,4,0%,-7%,11%,-1%
CCC(=O)Nc1cccc(NC(=O)CSc2nnnn2Cc2ccccc2)c1,5%,-2%,14%[57.1 µM],2%,-6,-5%,0%[11.4 µM],0%,-1%
COc1ccc(CN(C)CC(=O)NCC(=O)Nc2c(C)cccc2C)cc1,-3%,-3%,5%,-8%,0,-2%,6%,12%,1%
COc1ccc(OC)c(/C=C/C(=O)OCC(=O)c2c(N)n(C)c(=O)n(C)c2=O)c1,-18%,-5%,18%[11.4 µM],2%,0,-13%,1%,13%[11.4 µM],1%
CCOC(=O)[C@H]1[C@H]2COc3ccccc3[C@@H]2N2C(=O)CNC(=O)[C@@]12C,-18%,-1%,1%,1%,0,2%,6%,12%,5%
CC(=O)Nc1ccc(SCC(=O)Nc2ccccc2N2CCOCC2)cc1,u,-4%,-5%[57.1 µM],2%,-5,3%,-15%,10%[57.1 µM],-1%
Nc1ccc(OC(=O)Nc2ccc(O)cc2)cc1,u,-10%,11%[57.1 µM],7%,19,12%,-31%,5%[57.1 µM],-3%
COCC(=O)N(Cc1cc2ccccc2[nH]c1=O)c1ccc(OC)cc1,-25%,-6%,6%[57.1 µM],-8%,-5,0%,-25%,3%[57.1 µM],0%
O=C(CSC1=NCCS1)NC(NC(=O)CSC1=NCCS1)c1ccccc1,-12%,-3%,0%[57.1 µM],7%,-17,-6%,-1%,0%[57.1 µM],0%
COC(=O)[C@H](Cc1c[nH]c2ccccc12)NC(=O)NCc1ccc(OC)cc1,-24%,-6%,-1%,-6%,0,0%,-26%,9%,-1%
COc1ccc(/C=C/C(=O)NCCCN2CCOCC2)cc1,-14%,-2%,2%,-25%,0,5%,-14%,1%,-8%
Cc1nc(C(=O)NCCCO)cc2c1[nH]c1ccccc12,-5%,-2%,25%,-2%,-3,4%,8%,4%,0%
CC1CN(C(=O)c2ccc(S(=O)(=O)Nc3cccc(C(F)(F)F)c3)cc2)CC(C)O1 (stereo not given),-3%,0%,-7%,6%,-5,3%,-17%,-3%,0%
Cc1ccc(OCCN2CCN(C(=O)CCC(=O)Nc3nnc(C(C)C)s3)CC2)cc1,-21%,-8%,-3%,1%,-2,6%,-23%,3%,-5%
CCc1ccc2nc(N(Cc3cccnc3)C(=O)Cc3ccccc3)sc2c1,-11%,-4%,-7%[57.1 µM],-1%,-4,-19%,9%,11%[57.1 µM],6%
CCCCN=C(NNc1ccc(Br)cc1)C(=O)OCC,u,-3%,-10%[57.1 µM],-24%,1,4%,-33%,10%[57.1 µM],-14%
O=C(NCCCc1ccc(F)cc1)C1CCC(=O)N(CC2CCCCC2)C1 (stereo not given),-4%,1%,-11%,-28%,1,5%,18%,-17%,1%
NC(=S)Nc1ccc(Cl)c(Cl)c1,-23%,-1%,5%,-3%,-8,12%,-32%,19%,-10%
